Bioassay records from PubChem BioAssay.
ARNT TACC3 PPI: ARNT/TACC3 interaction disruption. Q9Y6A5. AlphaScreen His-ARNT PAS-B/GST-TACC3 binding, luminescence; TACC3 fragment carries E629A point mutation. inhibition, % at 9.99 µM. 0.66% of 390,000 active. AID 623870;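 active means mean inhibition of replicates at least 50% and at least half of replicates each reaching 50%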;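 further: 0% = complete ARNT plus TACC3 wells and 100% = ARNT alone without TACC3; many hits fall short of the cut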
ERp5 block: inhibitors of human ERp5; Q15084; ERp5 insulin aggregation, absorbance 650 nm, 90 min; inhibition, % at 9.99 µM; 0.05% of 350,000 active;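 active means mean replicate inhibition above about 25%, with every replicate also reaching it, limit read from the data, passing the limit was not always enough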
esBAF inh: inhibitors of esBAF chromatin remodeling in mouse ES cells | Bmi1-luciferase knock-in reporter, 24 h; 100% = twice the neutral-well signal | reporter increase, % at 12.5 µM | 2% of 350,000 active; in the data active means activation above about 40%;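 further: 0% = median of the plate's neutral control wells and 100% = double that signal; a rise in the Bmi1 reporter signal indicates esBAF inhibition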
RAD54 inh: inhibitors of human RAD54 branch migration. inhibition, % at 10.4 µM. RAD54 Holliday junction branch migration, FAM/BHQ fluorescence. 0.14% of 360,000 active. Q92698. AID 602329;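 active means mean normalized replicate activity at least 40 and at least half of replicates scoring 40 or more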;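 further: 0% = median of neutral control wells and 100% = median of positive control wells; inhibitors cause a drop in the FAM fluorescence signal; in these data hits start at about 50%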
PglD DTNB: PglD (C. jejuni) enzyme inhibition | purified PglD enzyme, DTNB colorimetric CoA detection | inhibition, % at 12.5 µM | 0.098% of 360,000 active; in the data active means inhibition above about 16%, passing the limit was not always enough; further: strong numbers were not always called active
E-selectin induc: E-selectin induction on HUVECs | 0.37% of 260,000 active | activation, % at 7.58 µM | P16581 | HUVEC E-selectin immunofluorescence imaging; normalized: neutral wells 0, TNF-alpha wells 100;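 active means mean E-selectin-positive cell signal at least 10% of the positive control, reached in at least 60% of replicates, without over 20% cell loss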;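 further: in these data hits start at about 27%; measured in HUVEC primary endothelial cells; signal is the percent of cells scored E-selectin positive by PE staining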
Target sequence (P16581 whole entry, looked up): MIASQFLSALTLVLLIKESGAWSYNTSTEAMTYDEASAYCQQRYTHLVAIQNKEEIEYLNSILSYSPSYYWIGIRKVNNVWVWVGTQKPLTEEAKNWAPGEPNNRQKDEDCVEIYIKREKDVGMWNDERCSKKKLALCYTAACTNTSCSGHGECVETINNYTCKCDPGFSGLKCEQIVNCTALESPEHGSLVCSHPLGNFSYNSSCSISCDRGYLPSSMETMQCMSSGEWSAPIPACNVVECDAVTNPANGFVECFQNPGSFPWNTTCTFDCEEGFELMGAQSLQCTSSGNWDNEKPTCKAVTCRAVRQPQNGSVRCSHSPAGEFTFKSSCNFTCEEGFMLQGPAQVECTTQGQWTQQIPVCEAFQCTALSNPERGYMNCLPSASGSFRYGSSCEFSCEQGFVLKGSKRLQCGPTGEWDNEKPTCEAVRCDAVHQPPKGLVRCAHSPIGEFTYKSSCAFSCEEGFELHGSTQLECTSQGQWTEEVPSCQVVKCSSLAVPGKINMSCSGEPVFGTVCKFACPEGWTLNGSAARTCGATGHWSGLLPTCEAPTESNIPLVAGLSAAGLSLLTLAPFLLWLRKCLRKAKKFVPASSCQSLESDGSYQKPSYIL
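Read-out basis: % PE-positive cells; Test system: HUVEC primary endothelial cells; Technique: immunofluorescence imaging; Dosing: single-point compound dose.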
CASP6 VEID inh: inhibitors of human caspase-6 | P55212 | AID 686996 | inhibition, % at 12.5 µM | 0.53% of 350,000 active | purified caspase-6, Z-VEID-R110 cleavage fluorescence;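 active means mean inhibition across replicates at least about 35%, with every replicate also reaching that limit, limit read from the data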;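 further: 0% = median of neutral control wells and 100% = no fluorescence left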
RAD52 inh: blocks human RAD52 DNA annealing; inhibition, % at 18.7 µM; recombinant RAD52 DNA annealing, FRET fluorescence; AID 651710; 0.46% of 360,000 active; P43351;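 active means every replicate showing at least 50% inhibition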
Target sequence (P43351 whole entry, looked up): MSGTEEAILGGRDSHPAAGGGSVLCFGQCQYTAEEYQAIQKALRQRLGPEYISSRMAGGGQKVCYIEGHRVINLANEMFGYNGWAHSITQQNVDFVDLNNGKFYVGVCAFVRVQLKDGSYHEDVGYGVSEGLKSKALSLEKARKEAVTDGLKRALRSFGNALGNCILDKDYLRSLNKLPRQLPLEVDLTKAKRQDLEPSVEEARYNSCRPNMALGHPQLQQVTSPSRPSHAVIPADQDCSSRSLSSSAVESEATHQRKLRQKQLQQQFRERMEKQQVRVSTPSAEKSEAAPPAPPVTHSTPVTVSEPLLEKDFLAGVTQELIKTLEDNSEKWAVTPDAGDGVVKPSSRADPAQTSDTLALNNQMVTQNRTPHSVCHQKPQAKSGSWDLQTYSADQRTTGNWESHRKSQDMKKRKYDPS
An asterisk follows results filed as active; . = not tested or not shown.

item	mol	ARNT TACC3 PPI	ERp5 block	esBAF inh	RAD54 inh
1	CC(Oc1ccc2c3c(c(=O)oc2c1)CCCC3)C(=O)NC1CC(C)(C)NC(C)(C)C1 (centres undefined)	9	.	0	8
2	COCCNC(=O)CN(C(=O)CCC(=O)Nc1nccs1)c1ccccc1OC	-4	.	8	5
3	Cc1ccc(-c2csc(NC(=O)c3cccc(C)c3)c2C(=O)O)cc1	.	3	.	-14
4	CCN(CC)CCN(C)Cc1nc(C(c2ccccc2)c2ccccc2)no1	2	5	4	-4
5	c1ccc(CCNc2nnnn2-c2ccccc2)cc1	-16	.	17	9
6	Cc1noc(C)c1CSc1nnc2ccccn12	-4	.	11	-6
7	C[C@@H]1CCCCO[C@@H](CN(C)Cc2ccccc2)[C@H](C)CN([C@@H](C)CO)C(=O)c2cc(NS(=O)(=O)c3ccc(F)cc3)ccc2O1	-2	2	0	-2
8	CC(C)(C)c1ccc(C(=O)N2CCN(CCNC(=O)C(=O)Nc3ccc(F)cc3)CC2)cc1	-14	0	.	-18

item	PglD DTNB	E-selectin induc	CASP6 VEID inh	RAD52 inh
1	4	-0.5	0	0
2	-2	.	.	.
3	7	0.3	-1	-4
4	-2	0.0	-5	-15
5	7	.	.	.
6	0	.	.	.
7	-2	.	0	19
8	5	.	2	-19

Other records:
item	mol	ARNT TACC3 PPI	ERp5 block	esBAF inh	RAD54 inh
9	CN1c2ccccc2-c2nc3ccccc3n2C1c1ccccn1 (centres undefined)	-2	.	-1	-10
10	COc1ccc(S(=O)(=O)N(C)C[C@H]2OCCCC[C@H](C)Oc3ccc(NC(=O)c4ccccc4)cc3C(=O)N([C@H](C)CO)C[C@H]2C)cc1	29	5	3	-5
11	CC(C)N1CC(C(=O)Nc2cc(Cl)cc(Cl)c2)CC1=O (centres undefined)	-5	0	-5	-15
12	Cc1nnc(SCc2ccccc2Cl)n(N)c1=O	1	-5	13	-13
13	COc1ccccc1C(=O)Nc1ccc2nc3n(c(=O)c2c1)CCCC3	3	2	18	-12
14	O=C(c1ccc(NS(=O)(=O)c2ccc(F)cc2)cc1)N1CCN(c2ccccc2O)CC1	8	-1	.	-3
15	O=C(CN1C(=O)CSc2ncccc21)Nc1cccc(Cl)c1	.	-10	10	0
16	COc1cccc(S(=O)(=O)N2CCCCN3[C@H](CO)[C@H](c4ccc(C#CCC(C)C)cc4)[C@H]3C2)c1	-7	3	-4	-3

item	PglD DTNB	E-selectin induc	CASP6 VEID inh	RAD52 inh
9	1	.	.	.
10	-2	0.1	0	-64
11	-13	.	4	5
12	-2	6.6	2	-34
13	-3	0.0	1	-2
14	1	.	-3	-13
15	2	0.0	-1	-42
16	0	0.4	0	-9

Random excerpt: two entries already listed.
item	mol	ARNT TACC3 PPI	ERp5 block	esBAF inh	RAD54 inh
13	COc1ccccc1C(=O)Nc1ccc2nc3n(c(=O)c2c1)CCCC3	3	2	18	-12
9	CN1c2ccccc2-c2nc3ccccc3n2C1c1ccccn1 (centres undefined)	-2	.	-1	-10

item	PglD DTNB	E-selectin induc	CASP6 VEID inh	RAD52 inh
13	-3	0.0	1	-2
9	1	.	.	.

Additional compounds
item	mol	ARNT TACC3 PPI	ERp5 block	esBAF inh	RAD54 inh
17	CCC1(CC)NC(=O)N(CC(=O)OCC(=O)NC(=O)c2ccccc2OC)C1=O	-2	-5	-7	-2
18	C[C@H](CO)N1C[C@H](C)[C@H](CN(C)C(=O)Nc2ccccc2)Oc2ncc(-c3cccc(C(F)(F)F)c3)cc2C1=O	2	-1	-11	-3
19	Cc1ccc(C(=O)OCC(=O)Nc2ccccc2C(F)(F)F)cc1S(=O)(=O)N1CCOCC1	8	.	-2	-18
20	CC1(C)Cc2cccc(OCC(=O)OCc3nnc(-c4ccccc4)o3)c2O1	.	1	-6	-3
21	C#CCOc1ccccc1C(N)=O	.	4	.	-5
22	C/C(=N\NC(=O)COc1cc(C)cc(C)c1)c1ccc(N2CCOCC2)cc1	-1	-4	.	.
23	CC(=O)c1ccc2c(c1)N(Cc1ccc3ccccc3c1)C(=O)C(C)S2 (centres undefined)	.	2	3	-4
24	COC(=O)C[C@@H]1CC[C@@H]2[C@@H](COc3ccc(NC(=O)Cc4cccs4)cc3C(=O)N2C)O1	3	1	2	-1

item	PglD DTNB	E-selectin induc	CASP6 VEID inh	RAD52 inh
17	-1	0.3	1	-7
18	0	0.4	3	37
19	3	.	.	.
20	-1	.	1	-13
21	-3	.	-2	-14
22	.	.	0	-15
23	7	0.0	-2	-26
24	-2	0.0	11	-17

Following part.
item	mol	ARNT TACC3 PPI	ERp5 block	esBAF inh	RAD54 inh
25	CC(C)(C)NC(=O)CSc1nnc(-c2ccccn2)n1Cc1ccccc1	10	1	-2	-4
26	C[C@H]1CN([C@@H](C)CO)C(=O)Cc2cc(NC(=O)CCN3CCOCC3)ccc2O[C@@H]1CN(C)Cc1ccc(Cl)c(Cl)c1	-7	2	0	4
27	CCNC(=O)C[C@H]1CC[C@H]2[C@H](COc3ccc(NC(=O)Nc4ccccc4C)cc3C(=O)N2C)O1	-4	-3	1	-4
28	COc1cc(/C=N\NC(=O)CC(=O)NCCc2ccccc2)ccc1O	12	1	-6	.
29	CC(=O)Nc1sc2c(c1C(c1cccs1)N1CCOCC1)CCCC2 (centres undefined)	26	.	-2	-4
30	CCOc1cc(N2CCOCC2)c(OCC)cc1NC(=O)COc1ncnc2ccccc12	3	.	-2	-3
31	Cc1ccc(S(=O)(=O)N[C@H]2C=C[C@H](CC(=O)O)O[C@@H]2CO)cc1	4	2	-10	-11
32	Nc1c(C(=O)Nc2ccc(Cl)cc2)oc2ccccc12	1	-3	24	-7

item	PglD DTNB	E-selectin induc	CASP6 VEID inh	RAD52 inh
25	-6	-1.2	-4	-10
26	-4	-11	0	23
27	-3	0.0	-2	1
28	.	-1.0	-1	-4
29	-4	.	.	.
30	4	.	.	.
31	0	0.5	-8	7
32	-1	0.2	-4	-152

Sorted by number of heavy atoms (descending): part of the list above
item	mol	ARNT TACC3 PPI	ERp5 block	esBAF inh	RAD54 inh
26	C[C@H]1CN([C@@H](C)CO)C(=O)Cc2cc(NC(=O)CCN3CCOCC3)ccc2O[C@@H]1CN(C)Cc1ccc(Cl)c(Cl)c1	-7	2	0	4
30	CCOc1cc(N2CCOCC2)c(OCC)cc1NC(=O)COc1ncnc2ccccc12	3	.	-2	-3
31	Cc1ccc(S(=O)(=O)N[C@H]2C=C[C@H](CC(=O)O)O[C@@H]2CO)cc1	4	2	-10	-11

item	PglD DTNB	E-selectin induc	CASP6 VEID inh	RAD52 inh
26	-4	-11	0	23
30	4	.	.	.
31	0	0.5	-8	7

Going on with the list:
item	mol	ARNT TACC3 PPI	ERp5 block	esBAF inh	RAD54 inh
33	Cc1ccc(OCC(=O)Nc2ccc3oc(=O)ccc3c2)cc1C	31	-6	-2	1
34	c1csc(-c2ncc3ccccn23)c1	32	.	0	-5
35	CN(C)CCC1c2ccc(Cl)cc2CCc2cccnc21 (centres undefined) (tested in a mixture with another compound)	-7	4	2	-6
36	O=C(CN1CCCN(S(=O)(=O)c2ccc(F)cc2)CC1)Nc1cccc(F)c1	-2	3	-3	-8
37	Cc1ccc(NC(=O)CCNC(=O)c2ccc(Cl)cc2)nc1	-2	10	38	0
38	C#CCN(C[C@@H]1[C@@H](OC(=O)NCc2ccccc2)[C@@H](OC(=O)NCc2ccccc2)Cn2c(=O)n(CCCCCC)c(=O)n21)S(=O)(=O)c1ccc(C)cc1	.	4	11	5
39	O=C(O)CCCCCCCCc1cn(CC2CCCCC2)nn1	-5	2	-26	3
40	CCNC(=O)[C@H]1[C@H](CO)[C@H]2Cn3c(ccc(C4=CCCC4)c3=O)[C@@H]1N2Cc1cccnc1	-4	3	-1	-4

item	PglD DTNB	E-selectin induc	CASP6 VEID inh	RAD52 inh
33	-2	.	-2	-6
34	4	.	.	.
35	-1	1.1	-5	3
36	4	0.0	-8	-23
37	0	0.1	-4	1
38	1	-0.1	-1	-21
39	1	-0.1	-1	-6
40	-1	-0.2	-6	-26

(further entries)
item	mol	ARNT TACC3 PPI	ERp5 block	esBAF inh	RAD54 inh
41	COc1ccccc1CNC(=O)CCNS(=O)(=O)c1ccc2c(c1)CC(C)N2C(C)=O (centres undefined)	-3	-1	-1	-4
42	CN(C)S(=O)(=O)c1cccc(C(=O)Nc2ccccc2Cl)c1	-2	.	10	-12
43	COc1ccc(C)cc1NC(=O)CCS(=O)(=O)c1ccc2c(c1)CCN2C(C)=O	.	-3	-12	4
44	CN(C)C(=S)Nn1c(-c2ccccc2)nc2ccccc2c1=O	-1	-2	.	.
45	O=C(CSCc1nc2ccccc2[nH]1)N1CCN(c2ccc(F)cc2)CC1	-7	.	9	2
46	CC(C)NC(=O)N(C)C[C@@H]1Oc2ccc(NS(=O)(=O)c3ccccc3)cc2C(=O)N([C@@H](C)CO)C[C@H]1C	4	-2	2	7
47	C=CCn1c(-c2csc(-c3ccc(OC)c(OC)c3)n2)n[nH]c1=S	-1	1	.	.
48	CC(=O)Nc1ccc(NC(=O)c2ccc(-c3ccc([N+](=O)[O-])cc3)o2)cc1	-1	-2	-3	0

item	PglD DTNB	E-selectin induc	CASP6 VEID inh	RAD52 inh
41	-8	.	1	-12
42	-1	.	.	.
43	4	-0.2	1	-4
44	.	24	-1	1
45	-1	.	.	.
46	13	0.1	2	15
47	.	0.6	-1	-13
48	-4	-0.1	1	-8

Carrying on:
item	mol	ARNT TACC3 PPI	ERp5 block	esBAF inh	RAD54 inh
49	O=C(Cn1cncn1)N/N=C/c1ccc(Cl)cc1	-1	.	-6	-3
50	C[C@H]1CN([C@@H](C)CO)C(=O)c2cc(C#CCN(C)C)cnc2O[C@@H]1CN(C)C(=O)NC1CCCC1	-7	5	-7	-5
51	CC1CCCN(c2nc(-c3cccnc3)nc3scc(-c4ccccc4)c23)C1 (centres undefined)	9	-3	.	.
52	Cc1[nH]nc2c1C(CC(C)C)C(C#N)=C(N)O2 (centres undefined)	3	7	-2	-3
53	C[C@H](CO)N1C[C@H](C)[C@H](CN(C)Cc2ccc(C(=O)O)cc2)Oc2ccc(NS(=O)(=O)c3ccc(Cl)cc3)cc2CC1=O	.	1	1	.
54	COc1ccc(N2C(N)=NC(N)=NC2(C)C)cc1	3	.	-27	9
55	CNC[C@H]1OCCCC[C@H](C)Oc2ccc(NS(=O)(=O)c3cn(C)cn3)cc2C(=O)N([C@@H](C)CO)C[C@@H]1C	.	3	-8	-7
56	COc1ccc(-c2csc(Nc3ccccc3)n2)cc1	3	-4	.	.
57	Cc1ccc(CNC(=O)c2ccccc2NS(C)(=O)=O)cc1	-4	.	-8	6
58	C=CCOc1ccc(C(c2c(C(=O)O)[nH]c3ccccc23)c2c(C(=O)O)[nH]c3ccccc23)cc1	-3	-1	1	8
59	COc1cc(C(=O)NCC(=O)N/N=C/c2cccnc2)cc(OC)c1OC	6	3	-7	4

item	PglD DTNB	E-selectin induc	CASP6 VEID inh	RAD52 inh
49	3	.	.	.
50	0	0.1	-2	-16
51	.	0.7	-6	-68
52	-7	.	2	1
53	.	-0.5	2	17
54	-6	.	.	.
55	5	0.1	-3	-215
56	.	0.2	8	-7
57	8	.	.	.
58	0	0.0	48*	-11
59	-11	0.0	2	-5
